# Screening data as filed in PubChem BioAssay.
# Anesthetic bind: candidate novel general anesthetic via apoferritin binding; Potency, µM (doses to about 77.5 µM), for the others: top-dose activity change, negative = displacement, most hits filed as inhibitors; apoferritin/1-aminoanthracene competitive binding, fluorescence; 350,000 compounds, 0.074% hits; also: % is scaled to controls: 0 for no effect and ±100 for the full control effect; nearly all actives have a fitted effect of over 20% in size
# Target sequence (P02791 2-175 limits assumed): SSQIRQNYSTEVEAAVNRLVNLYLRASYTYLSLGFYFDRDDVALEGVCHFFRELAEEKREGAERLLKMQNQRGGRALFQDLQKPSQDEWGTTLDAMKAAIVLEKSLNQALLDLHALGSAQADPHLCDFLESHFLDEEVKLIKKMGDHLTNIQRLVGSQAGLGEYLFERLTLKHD
#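 In PBS, apoferritin at 10 uM is loaded with 1-AMA from a 50% saturated solution. After 10 min of compound exposure at ambient temperature, reduced 535 nm fluorescence indicates probe displacement.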
# Pol eta inh: inhibitors of human DNA polymerase eta; Q9Y253; recombinant Pol eta, fluorescent DNA replication assay; Potency, µM (top dose mostly 114 µM), for the others: at the top dose activity change, negative = inhibition, hits mostly inhibitors; 390,000 compounds, 1.2% hits; also: % is scaled to controls: 0 for no effect and ±100 for the full control effect
#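 Pol eta (10 nM) was preincubated with compounds for 15 min at room temperature, after which fluorescent replication substrate (50 nM final) was added to start the reaction. Fluorescence was read kinetically at 0 and 10 min.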
# BAZ2B block: BAZ2B (human) inhibition. AlphaScreen BAZ2B-H3K14Ac peptide displacement. Potency, µM (highest dose often 114 µM), for inactives: at the top dose activity change, negative = inhibition, hits mostly inhibitors. 360,000 compounds, 4.4% hits. AID 504333; also: % is scaled to controls: 0 for no effect and ±100 for the full control effect; nearly all actives have a fitted effect of over 60% in size
#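 AlphaScreen displacement of biotin-H3(5-23)K14Ac peptide (50 nM final) from BAZ2B (50 nM final) in PBS pH 7.4, 0.01% Tween-20; complex preformed 30 min RT, then compounds (top 110 uM) 30 min RT, beads 20 min dark.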
# BLM inh: Bloom syndrome helicase (human) inhibition; 350,000 compounds, 0.2% hits; P54132; recombinant BLM DNA unwinding, fluorescence dequenching; Potency, µM (doses to about 56.1 µM), for inactives: at the highest dose activity change, negative = inhibition, actives largely listed as inhibitors;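 also: plate controls were vehicle for no effect and no enzyme for full effect; nearly all actives have a fitted effect of over 35% in size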
# POLB inh: inhibitors of human DNA polymerase beta; Pol beta primer extension/strand displacement, fluorescence kinetic; P06746; AID 485314; 340,000 compounds, 1.3% hits; Potency, µM (doses to about 114 µM), for inactives: at the highest dose activity change, negative = inhibition, most hits filed as inhibitors; also: % is scaled to controls: 0 for no effect and ±100 for the full control effect
#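 Pol beta (10 nM) was preincubated with compound for 15 min at room temperature. The reaction was then started with 50 nM substrate and read immediately and after a further 10 min at room temperature.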
# POLI inh: DNA polymerase iota (human) inhibition; Pol iota fluorescent replication assay, 10 min; Potency, µM (series often up to 115 µM), for the others: at the top dose activity, negative = inhibition, usual class: inhibitors; 390,000 compounds, 1% hits; Q9UNA4
#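 Pol iota at 10 nM preincubated 15 min with compounds at room temperature; reaction started with fluorescent substrate, 50 nM final. Fluorescence read kinetically at 0 and 10 min; buffer-only wells as negative control.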
# APEX1 inh: APE1 (human) endonuclease inhibition | P27695 | 350,000 compounds, 0.35% hits | recombinant APE1, TAMRA/BHQ-2 abasic DNA cleavage fluorescence | Potency, µM (titrated, usually from 65.8 µM), inactives show at the highest dose activity change, negative = inhibition, usual class: inhibitors;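 also: plate controls were vehicle for no effect and reference inhibitor for full effect; nearly all actives have a fitted effect of over 55% in size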
# Target sequence (P27695 whole entry, looked up): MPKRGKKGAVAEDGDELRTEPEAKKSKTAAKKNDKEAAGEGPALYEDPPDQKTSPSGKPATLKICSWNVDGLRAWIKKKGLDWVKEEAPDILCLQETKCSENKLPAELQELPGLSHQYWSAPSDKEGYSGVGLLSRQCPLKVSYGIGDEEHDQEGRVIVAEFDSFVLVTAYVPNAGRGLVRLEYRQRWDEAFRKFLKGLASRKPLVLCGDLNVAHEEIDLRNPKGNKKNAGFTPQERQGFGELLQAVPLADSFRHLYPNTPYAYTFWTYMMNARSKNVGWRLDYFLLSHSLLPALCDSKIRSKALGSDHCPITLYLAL
#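 Enzyme (0.75 nM final) and test compound are incubated 15 min at room temperature before adding 50 nM quenched THF abasic-site duplex. Cleavage dequenches TAMRA, followed at 525/598 nm over three reads one minute apart.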
# G9a inh: blocks human histone lysine methyltransferase G9a; Q96KQ7; G9a H3K9 monomethylation, AlphaScreen, 2 h; Potency, µM (highest dose often 102 µM), without a hit: at the top dose activity, negative = inhibition, most hits filed as inhibitors; 350,000 compounds, 8.8% hits; AID 504332; also: % is scaled to controls: 0 for no effect and ±100 for the full control effect; nearly all actives have a fitted effect of over 75% in size
# Target sequence (Q96KQ7 913-1193 limits assumed): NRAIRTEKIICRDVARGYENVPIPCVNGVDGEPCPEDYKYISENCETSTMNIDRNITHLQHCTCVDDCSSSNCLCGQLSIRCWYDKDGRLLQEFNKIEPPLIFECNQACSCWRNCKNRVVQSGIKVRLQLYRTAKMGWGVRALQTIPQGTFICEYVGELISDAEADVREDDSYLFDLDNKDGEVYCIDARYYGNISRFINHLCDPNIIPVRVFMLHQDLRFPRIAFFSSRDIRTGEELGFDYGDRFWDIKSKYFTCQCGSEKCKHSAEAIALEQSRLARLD
#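 Step 1: enzyme (final 20 nM) with compound, 15 min RT. Step 2: substrate peptide 500 nM and SAM 20 uM, 2 h RT. Step 3: anti-H3K9me1 antibody and AlphaScreen beads, 10 min, then plate read.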
# POLK inh: DNA polymerase kappa (human) inhibition; 400,000 compounds, 0.53% hits; Q9UBT6; purified Pol kappa, fluorescent DNA synthesis assay, 10 min; Potency, µM (highest dose often 107 µM), inactives show top-dose activity, negative = inhibition, usual class: inhibitors; also: % is scaled to controls: 0 for no effect and ±100 for the full control effect
#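 Activity was followed as the change in fluorescence between reads at 0 and 10 min after starting the reaction with 50 nM substrate. Beforehand, 10 nM polymerase had been preincubated with compound for 15 min at room temperature.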
# An asterisk follows results filed as active; u = inconclusive; x = not tested or not shown; & = joins results of further samples; ! = not active in a repeat; [ ] = dose if it differs, or a comment. Calls follow the shape of the dose curve; as a rule, active = well fitted curve in the direction sought with a large enough effect; inconclusive = small, poorly fitted or top-dose-only effect, or another doubt; inactive = no such curve, though single readings can be large; an effect the other way counts as inactive or inconclusive. Potency is read from the fitted curve at half-maximal effect.
SMILES,Anesthetic bind,Pol eta inh,BAZ2B block,BLM inh,POLB inh,POLI inh,APEX1 inh,G9a inh,POLK inh
COc1ccc(C(CNC(=O)c2ccc3c(c2)CCC3)N(C)C)cc1 (configuration not stated),-9%,3%,-18%,3%,34%,12%,44%[activator],-8%,-14%
O=C(CCn1nc(-c2ccc(Cl)cc2)ccc1=O)N1CCC2(CC1)OCCO2,u,-8%,-10%,0%,39%,22%,13%,36%[59 µM],4%
CN(C)CC#CCC(O)(c1ccccc1)C1CCCC1 (configuration not stated),-8%,8%,-2%,2%,0%,11%,-1%,-1%[12.7 µM],-3%
CC(=O)C1(c2ccccc2)CCNCC1,-1%,0%,1%,-6%,-25%,11%,3%,-21%[12.7 µM],-24%
COc1cc(OC)c(OC)cc1CNCCc1ccc(F)cc1,-3%,-18%,-17%,-1%,8%,54%[activator],2%,x,-4%
CC(C)C(=O)N1CCN(CCN=Cc2c(O)n(C)c(=O)n(C)c2=O)CC1,-12%,-11%,-13%,2%,29%,4%,-7%,-3%[12.7 µM],0%
C[C@]12CC[C@H](O)CC1=CCC1C2CC[C@@]2(C)C1C[C@@H](O)[C@@H]2O (some centres not stated),x,-7%,x,x,x,79%[activator],-32%,x,-3%
CCN[C@@H](C)Cc1cccc(C(F)(F)F)c1,x,-3%,x,x,x,10%,21%,x,9%
Cc1occc1C(=O)Nc1ccccc1,3%,x,x,0%,x,x,-7%,x,18%[60.1 µM]
c1ccc2c(NC3=NCCS3)cccc2c1,1%,-19%,-8%,2%,6%,8%,-1%,-5%[12.7 µM],-5%
Cc1ccsc1C(=O)C1CCCN(Cc2c(C)nn(C(C)C)c2C)C1 (configuration not stated),-8%,-11%,7%,1%,16%,21%,1%,x,2%
CC(c1ccccc1)n1cncc1C(=O)N1CCCC1=O (configuration not stated),-9%,6%,u,2%,6%,u,-2%,50µM*,11%
Cc1ccccc1-n1c(O)c(/C=N/c2nccs2)c(=O)[nH]c1=O,-6%&8%,-3%&-13%,-20%&9%,-5%&-1%,-2%&5%,22%&10%,10%&10%,-13%,-6%&7%
CCCCSP1(=S)NCCCO1 (configuration not stated),-11%,3%,4%,-2%,2%,-1%,2%,14%,0%
O=c1[nH]c(=O)n(CCC2=CCCCC2)c(O)c1C=Nc1cccc(F)c1,-7%,-8%,-36%,-7%,2%,-3%,-6%,u,-13%
CC(=O)c1cn(Cc2ccccc2C#N)c2ccccc12,-18%,-11%,-35%,-3%,-11%,76%[activator],0%,-2%,-1%
COc1ccc2nc(NC3=NCCN3)sc2c1,1%,-21%,-19%,-2%,1%,19%,0%,10%[59 µM],-6%
N#Cc1ccc(C(=O)N2CCN(c3nc4ccc(F)cc4s3)CC2)cc1,2%,-19%,0%,0%,-22%,33%[activator],x,5%[59 µM],-1%[60.1 µM]
COc1cc([C@@H]2c3cc4c(cc3[C@H](O)[C@H]3COC(=O)[C@H]23)OCO4)cc(OC)c1OC,-11%&-2%,-9%,-9%,-4%&1%&1%&-2%,6%,u,u,u,-4%
O=c1c2cc([N+](=O)[O-])ccc2nc(CN2CCOCC2)n1-c1ccccc1F,-22%,x,-36%,0%,7%,x,-2%,2.8µM*,x
CCOC(C(=O)OCCC[N+](C)(CC)CC)(c1ccccc1)c1ccccc1,-13%,-1%,-20%,0%,3%,u,1%,-4%[59 µM],-8%[60.1 µM]
O=[N+]([O-])c1cccc(CN2CCN(Cc3ccc(Br)cc3)CC2)c1,-15%,-23%,20µM*,-2%,0%,23%,15%,3.5µM*,-8%[60.1 µM]
CC(=O)Nc1ccccc1C(=O)OCc1ccc(F)cc1,-9%,-17%,-6%,-4%,1%,17%,-1%,27%,5%
O=C(CCc1ccc(O)cc1)N1C[C@H]2C[C@@H](C1)c1cccc(=O)n1C2,-10%,-7%,12%,-1%,10%,-3%,15%,x,9%
COC(=O)C1=C(c2ccc(F)cc2OCc2ccccc2)C[C@@H]2CC[C@H]1N2C(=O)NCCOc1ccc(OC)cc1,x,-11%,-29%,x,x,8%,35%,-9%[0.501 µM],3%
COC(=O)C1=C(c2cccc(C#N)c2)C[C@@H]2CC[C@H]1N2C(=O)NC1CCCCC1,x,-2%,10%,x,x,8%,-17%,16%[2.33 µM],-8%
COc1ccc(OC)c(C(O)C(C)N)c1 (configuration not stated),-8%&-2%,-14%,0%,2%&-6%,11%,21%,5%&-1%,-17%[59 µM],-8%[60.1 µM]
CCOc1cc(N2CCOCC2)c(OCC)cc1NC(=O)C1=NN(c2cccc(C)c2)C(=O)CC1,u,-10%,8.9µM*,-5%,4%,18%,17%,11µM*,0%
CC1CN=C(NCc2ccccc2Cl)S1 (configuration not stated),-18%,-8%,9%,0%,0%,15%,42%,0%,-2%
O=C(CNS(=O)(=O)c1ccc(Br)s1)N1CCC2(CC1)OCCO2,-7%,-14%,9%,-4%,29%,-1%,-1%,0%[2.33 µM],-4%

# Whole records from above. Screens in order: Anesthetic bind	Pol eta inh	BAZ2B block	BLM inh	POLB inh	POLI inh	APEX1 inh	G9a inh	POLK inh
# O=[N+]([O-])c1cccc(CN2CCN(Cc3ccc(Br)cc3)CC2)c1 is entered as -15%	-23%	20µM*	-2%	0%	23%	15%	3.5µM*	-8%[60.1 µM]
# CC1CN=C(NCc2ccccc2Cl)S1 (configuration not stated) is entered as -18%	-8%	9%	0%	0%	15%	42%	0%	-2%

# (continued)
SMILES,Anesthetic bind,Pol eta inh,BAZ2B block,BLM inh,POLB inh,POLI inh,APEX1 inh,G9a inh,POLK inh
OC(C#CCN1CCOCC1)(c1ccccc1)C1CCCC1 (configuration not stated),-3%,-5%,1%,2%,-1%,-12%,1%,u,-14%
O=C(CN1CCOCC1)c1cccc2ccccc12,u,-12%,50µM*,-3%,-2%,35%[activator],-8%,3.2µM*,-12%
CC(C)C(=O)Nc1ccc([N+](=O)[O-])c(C(F)(F)F)c1,-18%,-6%[57.1 µM],-11%,0%,5%[57.1 µM],-2%[58.9 µM],-3%,2.5µM*!,-3%[60.1 µM]
OCC(O)[C@H]1O[C@@H]2O[C@H](C(Cl)(Cl)Cl)O[C@@H]2[C@H]1O (some centres not stated),-13%,x,x,-2%,x,x,x,u,3%[19.4 µM]
C[C@]12CC[C@@H](O)C[C@H]1CC[C@@H]1[C@@H]2CC[C@]2(C)C(=O)CC[C@@H]12,x,-15%,11%,x,x,-12%,2%,5%[59 µM],-13%
O=C(c1cn(Cc2ccccc2)c2ccccc12)N1CCCCC1,u,-7%,-7%,-4%,2%,-2%,15%,26%,-4%
COCCNc1oc(-c2ccc(OC)cc2)nc1C#N,-5%,-15%,u,2%,4%,-20%,x,2%[59 µM],-23%
CCCCn1c(=O)c(C(=O)Nc2ccccc2N)c(O)c2ccccc21,-3%,-10%,50µM*,-20%,2%,18%,-4%,x,-3%
Cc1cccc(NC(=O)C(C)N2CC=C(c3ccccc3)CC2)c1 (configuration not stated),-20%,-23%,6%,-3%,2%,16%,3%,3%,-1%
N#CCCN(C(=O)COC(=O)c1ccc2c(c1)NC(=O)CS2)c1ccc2c(c1)OCCO2,-13%,5%,8%,1%,5%,-9%,5%,-6%,-14%
C=C(CC1CC(O)[C@]2(C)OC3CC4OC5C[C@]6(C)O[C@]7(C)CCC8OC9C[C@]%10(C)OC%11C(C)=CC(=O)OC%11CC%10OC9C[C@@H](C)C8OC7CC6O[C@]5(C)C/C=C\C4OC3CC2O1)C(=O)O (some centres not stated),-13%,-7%,-21%,-6%,25%,3%,-2%,u,12%

# Some of these compounds in order of length of the SMILES, rising:
SMILES,Anesthetic bind,Pol eta inh,BAZ2B block,BLM inh,POLB inh,POLI inh,APEX1 inh,G9a inh,POLK inh
O=C(CN1CCOCC1)c1cccc2ccccc12,u,-12%,50µM*,-3%,-2%,35%[activator],-8%,3.2µM*,-12%
COCCNc1oc(-c2ccc(OC)cc2)nc1C#N,-5%,-15%,u,2%,4%,-20%,x,2%[59 µM],-23%
OC(C#CCN1CCOCC1)(c1ccccc1)C1CCCC1 (configuration not stated),-3%,-5%,1%,2%,-1%,-12%,1%,u,-14%
Cc1cccc(NC(=O)C(C)N2CC=C(c3ccccc3)CC2)c1 (configuration not stated),-20%,-23%,6%,-3%,2%,16%,3%,3%,-1%
CC(C)C(=O)Nc1ccc([N+](=O)[O-])c(C(F)(F)F)c1,-18%,-6%[57.1 µM],-11%,0%,5%[57.1 µM],-2%[58.9 µM],-3%,2.5µM*!,-3%[60.1 µM]
OCC(O)[C@H]1O[C@@H]2O[C@H](C(Cl)(Cl)Cl)O[C@@H]2[C@H]1O (some centres not stated),-13%,x,x,-2%,x,x,x,u,3%[19.4 µM]
N#CCCN(C(=O)COC(=O)c1ccc2c(c1)NC(=O)CS2)c1ccc2c(c1)OCCO2,-13%,5%,8%,1%,5%,-9%,5%,-6%,-14%

# Looked up by compound from the entries so far:
SMILES,Anesthetic bind,Pol eta inh,BAZ2B block,BLM inh,POLB inh,POLI inh,APEX1 inh,G9a inh,POLK inh
COc1ccc(OC)c(C(O)C(C)N)c1 (configuration not stated),-8%&-2%,-14%,0%,2%&-6%,11%,21%,5%&-1%,-17%[59 µM],-8%[60.1 µM]
CCN[C@@H](C)Cc1cccc(C(F)(F)F)c1,x,-3%,x,x,x,10%,21%,x,9%

# Some of the compounds tested. The share of hits here may be higher or lower than overall.
